AmpC no deterg: qHTS Inhibitors of AmpC Beta-Lactamase (assay without detergent). Potency, µM (titrated, usually from 57.1 µM), for inactives: at the top dose activity change, negative = inhibition, usual class: inhibitors. actives 0.52% (n = 330,000). P00811. AmpC nitrocefin hydrolysis, absorbance 480 nm, 0.0001% Triton;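 further: potency means the concentration at half of the fitted maximal effect; plate controls were no compound for no effect and no enzyme for full effect; nearly all actives have a fitted effect of over 20% in size; some results filed as inactive show a strong effect at the top dose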
Target sequence (P00811 whole entry, looked up): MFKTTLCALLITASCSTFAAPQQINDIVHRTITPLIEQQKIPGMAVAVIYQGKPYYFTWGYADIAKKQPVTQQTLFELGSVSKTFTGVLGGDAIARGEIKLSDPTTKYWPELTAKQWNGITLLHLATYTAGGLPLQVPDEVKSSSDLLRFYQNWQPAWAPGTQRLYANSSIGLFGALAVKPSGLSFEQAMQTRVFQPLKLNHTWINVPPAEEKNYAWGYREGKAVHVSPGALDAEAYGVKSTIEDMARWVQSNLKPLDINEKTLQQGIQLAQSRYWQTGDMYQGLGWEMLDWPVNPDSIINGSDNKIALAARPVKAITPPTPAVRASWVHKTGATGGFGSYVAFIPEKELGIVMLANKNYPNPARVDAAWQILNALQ
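20 mM phosphate pH 7.0 + 0.01% (detergent screen) or 0.0001% Triton X-100; 5.3 nM AmpC reagent; cpd preinc 15 min RT; nitrocefin (800 uM stock) to start; A480 q20 s × 4 min; Activity was normalised to no-enzyme and no-compound control wells.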
TbPYK inhibitor: qHTS of Trypanosoma Brucei Inhibitors | Potency, µM (top dose mostly 76.8 µM), for inactives: at the highest dose activity, negative = inhibition, hits mostly inhibitors | TbPYK enzyme, Kinase-Glo Plus ATP luminescence, 45 min | pyruvate kinase (Trypanosoma brucei), Q57TT1 | actives 0.12% (n = 410,000); further: potency means the concentration at half of the fitted maximal effect; nearly all actives have a fitted effect of over 50% in size
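T. brucei PYK with substrate was exposed to pin-transferred compounds across a concentration series, then started with 130 uM ADP (final). After 45 min at room temperature, Kinase-Glo Plus luminescence was read, normalized and curve-fitted.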
AMA1-RON2 inh: qHTS for Inhibitors of AMA1-RON; Towards Development of Antimalarial Drug Lead: Primary Screen; AlphaScreen AMA1-biotinylated RON2 peptide binding; Plasmodium falciparum AMA1 (3D7) - RON2 peptide interaction; Potency, µM (highest dose often 58.2 µM), inactives show at the top dose activity change, negative = inhibition, most hits filed as inhibitors; actives 0.2% (n = 360,000);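 further: potency means the concentration at half of the fitted maximal effect; 0% = vehicle wells and -100% = peptide control; nearly all actives have a fitted effect of over 45% in size; some results filed as inactive show a strong effect at the top dose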
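AMA1 (3D7) with his tag at 25 nM final met compounds first, then biotinylated RON2 peptide at 25 nM; detection used donor plus acceptor beads, 10 µg/mL apiece, read by AlphaScreen after 30 min at room temperature.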
AmpC inh detg: qHTS Inhibitors of AmpC Beta-Lactamase (assay with detergent); P00811; AmpC hydrolysis of nitrocefin, absorbance 480 nm, 0.01% Triton; Potency, µM (highest dose often 114 µM), for the others: top-dose activity change, negative = inhibition, hits mostly inhibitors; actives 0.041% (n = 370,000); AID 485294, 2010;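 further: potency means the concentration at half of the fitted maximal effect; 0% = no-compound wells and -100% = no-enzyme wells; nearly all actives have a fitted effect of over 25% in size; some results filed as inactive show a strong effect at the top dose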
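AmpC (5.3 nM in the dispensed reagent) in 20 mM phosphate pH 7.0 with 0.01% (detergent screen) or 0.0001% Triton X-100 was preincubated with compounds for 15 min at room temperature. Nitrocefin was then added from an 800 uM solution, and hydrolysis was followed at 480 nm.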
Sm TGR block: qHTS Assay for the Inhibitors of Schistosoma Mansoni Peroxiredoxins; Potency, µM (highest dose often 114 µM), inactives show at the highest dose activity change, negative = inhibition, usual class: inhibitors; actives 3% (n = 360,000); purified TGR, DTNB reduction, TNB absorbance 405 nm; further: potency means the concentration at half of the fitted maximal effect; nearly all actives have a fitted effect of over 60% in size
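TGR 20 nM + NADPH 100 uM (dispensed conc.), cpd preinc 15 min RT; start with NADPH (500 uM addition) then DTNB (15 mM addition). Kinetic TNB absorbance, 405 nm filter. Four-parameter Hill fit across titration.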
HCMV inh: qHTS Assay for inhibitors of the human cytomegalovirus (HCMV); HFF cells, HCMV-luciferase reporter, 72 h; hits give low values; AID 1259415, 2018; activity change, negative = inhibition, % at 57.5 µM; actives 4.5% (n = 410,000); in the data active means activity change below about -60%; inconclusive means no clear call, values can overlap the other calls; inactive means above about -39%
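Steps: HFFs plated, 16 h 37C; compounds added; HCMV-luciferase added to MOI 1 PFU/cell; 72 h 37C; OneGlo reagent, 5 min room temperature; luminescence read, normalized to controls.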
LmPK inh: qHTS Assay for Inhibitors of Leishmania Mexicana Pyruvate Kinase (LmPK); AID 1721, 2009; Potency, µM (highest dose often 57.5 µM), for the others: at the top dose activity change, negative = inhibition, hits mostly inhibitors; Q27686; actives 0.37% (n = 290,000); purified LmPK, Kinase-Glo ATP luminescence, 1 h; further: potency means the concentration at half of the fitted maximal effect
Target sequence (Q27686 whole entry, looked up): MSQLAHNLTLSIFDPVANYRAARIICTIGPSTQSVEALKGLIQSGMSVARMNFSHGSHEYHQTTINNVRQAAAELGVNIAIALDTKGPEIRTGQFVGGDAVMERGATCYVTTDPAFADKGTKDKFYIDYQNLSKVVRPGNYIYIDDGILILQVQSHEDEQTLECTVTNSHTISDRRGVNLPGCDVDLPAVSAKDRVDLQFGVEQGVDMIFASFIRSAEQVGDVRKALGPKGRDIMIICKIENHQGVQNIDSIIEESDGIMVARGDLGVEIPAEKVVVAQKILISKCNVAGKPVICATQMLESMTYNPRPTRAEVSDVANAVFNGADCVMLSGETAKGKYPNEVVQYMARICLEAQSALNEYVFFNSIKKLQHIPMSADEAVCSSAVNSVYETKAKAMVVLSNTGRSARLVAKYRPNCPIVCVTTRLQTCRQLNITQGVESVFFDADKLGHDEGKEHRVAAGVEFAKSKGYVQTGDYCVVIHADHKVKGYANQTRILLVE
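qHTS format; LmPK 0.1 nM; substrates PEP 0.5 mM and ADP 0.1 mM. One-hour room-temperature incubation, then coupled luciferase luminescence; 0.5 nM enzyme wells mark activation.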
Active calls of the source: *; ? = inconclusive; nt = no result given; [ ] = another dose, or the depositor's remark. Unless noted, the call rests on the fitted dose curve; in most records, active means well fitted curve in the direction sought with a large enough effect; inconclusive means small, poorly fitted or top-dose-only effect, or another doubt; inactive means no such curve, though single readings can be large; an effect the other way counts as inactive or inconclusive. Unless noted, on the % scale 0 is the no-effect control and ±100 the full control effect.

Values run as follows: AmpC no deterg, TbPYK inhibitor, AMA1-RON2 inh, AmpC inh detg, Sm TGR block, HCMV inh, LmPK inh
[1] O=S(=O)(N1CCCCC1)N1CCNCC1
→ -21%, -1%, 16%, ?, -22%, 14, 1%
[2] O=C(Nc1cccc(F)c1)C1CCN(C(=O)Cc2ccccc2)CC1
→ -4%, 4%, 0%, ?, 6%, -5, -4%
[3] CC(=O)c1cccc(-c2ccnc3c2CC(C(=O)N2CCN(C)CC2)O3)c1 (stereo not given)
→ nt, 4%, 19%, nt, nt, -2, nt
[4] Cc1ccc(NC(=O)Cc2ccsc2)cc1S(=O)(=O)N1CCOCC1
→ -12%, 1%, 1%, nt, nt, -29, nt
[5] CCOc1ccccc1C1C2=C(COC2=O)Nc2cc3c(cc21)OCO3 (stereo not given)
→ -37%, -1%, -16%, 10%, 0%, -94*, 3%
[6] COc1ccc(N2CC(C(=O)Nc3nnc(SCC(=O)c4ccccc4)s3)CC2=O)cc1 (stereo not given)
→ -26%, -3%, 7%, -10%, -8%, ?, 0%
[7] COc1ccc(-c2nnc(SCC(=O)c3ccc(C)o3)o2)cc1
→ -10%, -11%, 7%, -2%, 1%, -13, 0%
[8] Cc1ccc(CC(=S)N2CCOCC2)cc1
→ -24%, -17%, 16%, 4%, 1%, 1, 0%
[9] O=c1c(S(=O)(=O)c2ccccc2)cn(Cc2ccccc2)c2cc(N3CCOCC3)c(F)cc12
→ nt, -5%, nt, 3%, 2%, -27, nt
[10] Cc1ccc(C(CC(=O)N2CCOCC2)c2ccco2)cc1 (stereo not given)
→ 43%, -28%, 46%[activator], -17%, 28µM*, 53, 2%
[11] CCOc1cc(OCC)cc(C(=O)NCCCN2CCOCC2)c1
→ -3%, 1%, -9%, -8%, 3%, 1, -12%
[12] Cc1ccc(SC2CCN(C(=O)C3CCC(=O)N(C4CC4)C3)CC2)cc1 (stereo not given)
→ 110%[activator], -1%, 3%, -6%, -34%, 22, 6%
[13] COc1cc(C2NC(=O)NC(C)=C2C(=O)OCC2CCCO2)ccc1O (stereo not given)
→ -20%, 2%, 6%, -2%, -21%, 29, 4%
[14] COCCn1c(Cc2ccccc2)nnc1SC(C)C(=O)NC1CC1 (stereo not given)
→ -17%, -1%, 4%, -8%, -15%, -21, nt
[15] Cc1cc(NC(=O)COC(=O)CSc2nc3cc(Cl)ccc3n2Cc2ccccc2)no1
→ -37%, -3%, -13%, -14%, 5%, -6, 1%
[16] COc1ccc(CN(CC(=O)NCc2ccco2)C(=O)CNS(=O)(=O)c2ccc(C)cc2)cc1
→ -13%, 9%, 8%, -12%, -5%, -14, 2%
[17] CCc1cc2c(SCC(=O)NC3CC3)ncnc2s1
→ -9%, -1%, 26%, nt, nt, ?, nt
[18] COc1ccc2oc(-c3ccc(NC(=O)c4ccc(N5CCOCC5)c([N+](=O)[O-])c4)cc3)nc2c1
→ -13%, 0%, 1%, -14%, 2%, -27, -5%
[19] COc1ccccc1N1CCN(C(=O)/C=C/c2cccs2)CC1
→ 2%, -2%, 9%[2.32 µM], 1%, -1%, -18, 1%
[20] CCOC(=O)Cn1c(C)[n+](C)c2cc(Cl)c(Cl)cc21
→ -19%, 0%, -4%, -2%, -14%, -22, 3%
[21] Cc1cc(NC(=O)Cc2ccccc2[N+](=O)[O-])no1
→ -20%, -2%, -1%, 0%, -26%, 60, 1%
[22] COc1cc(Cn2nnc3ccccc32)cc(Br)c1O
→ -3%, -2%, -13%, 3%, -29%, -6, -1%
[23] Cc1c(NC(=O)C2CC=CCC2C(=O)O)c(=O)n(-c2ccccc2)n1C (stereo not given)
→ -28%, -2%, -10%, 8%, 8%, -4, 0%
[24] CN1[C@@H]2CC[C@H]1CC(OC(=O)C1C=Nc3ccccc31)C2 (stereo not given in full)
→ -19%, -10%, 35%[activator], ?, 9%, -25, 3%
[25] COc1ccc(-n2c(-c3cccc(F)c3)nc3c(cnn3-c3ccc(C)cc3)c2=O)cc1
→ nt, 1%, nt, 2%, -16%, -14, nt
[26] Cc1ccc(-c2nnn(CC(=O)N(c3ccccc3)C(C(=O)NCC3CCCO3)c3ccc(F)cc3)n2)o1 (stereo not given)
→ -13%, 4%, -6%, -3%, 2%, -11, -3%
[27] Cc1ccc(-n2c(SCc3cn4ccsc4n3)nc3ccccc3c2=O)cc1
→ -11%, -6%, -16%, 9%, -9%, -65*, 0%
[28] COc1ccc(Cc2nnc(NC(=O)c3ccccc3C)s2)cc1
→ -5%, -11%, 13%, -8%, 15%, -17, -8%
[29] CC(C)Oc1cc(O)c2c(=O)c(-c3ccc(O)cc3)coc2c1
→ -25%, -2%, -5%, ?, -1%, ?, 1%
[30] Cc1ccccc1-c1cc2nc(-c3ccc([N+](=O)[O-])cc3)cc(=O)n2[nH]1
→ -18%, 2%, 40%[activator], 6%, 8%, -1, 3%

More structures.
item	smiles	AmpC no deterg	TbPYK inhibitor	AMA1-RON2 inh	AmpC inh detg	Sm TGR block	HCMV inh	LmPK inh
31	COCCNC(=O)NC(=O)COC(=O)C12CC3CC(CC(NC(C)=O)(C3)C1)C2	0%	-4%	5%	?	1%	-16	-1%
32	O=C(CC1C(=O)N(c2ccccc2)C(=O)N1Cc1ccc2c(c1)OCO2)Nc1ccccc1 (stereo not given)	nt	0%	nt	-1%	-4%	-10	nt
33	Cc1ccc(CNC(=O)C(=O)NCC2CCCN2S(=O)(=O)c2cccs2)cc1 (stereo not given)	-19%	7%	0%	-9%	6%	6	nt
34	COc1cc(C2C(C#N)=C(N)Oc3cc(C)n(Cc4ccccn4)c(=O)c32)cc2c1OCO2 (stereo not given)	-8%	nt	nt	-15%	-17%	nt	7%
35	C=CCNC(=O)COC(=O)c1ccc(Sc2nncn2C)c([N+](=O)[O-])c1	-15%[11.4 µM]	3%	4%	-12%	6%	-38	9%
36	CC(C)=CCCC(C)CN1CCC(N2CCC(C(=O)N3CCOCC3)CC2)CC1 (stereo not given)	21%	1%	-7%	7%	-1%	-9	-3%
37	CCCCC1(Cc2ccc([N+](=O)[O-])cc2)C(=O)N(c2ccccc2)N(c2ccccc2)C1=O	-9%	2%	-6%	-15%	6%	-98*	8%
38	O=C(Nc1cccnc1)c1ccc(C(=O)Nc2cccnc2)cc1	-15%	1%	4%	-1%	8%	-24	5%
39	COc1cc(/C=N/Nc2nc(C)cc(C)n2)ccc1O	nt	5%	121%[activator]	nt	nt	-16	nt
40	CCOC(=O)Cc1ccc(NC(=O)NCc2c(-n3cccc3)sc3c2CCCC3)cc1	nt	-5%	nt	25%	0%	6	nt
41	CN(C)C(=O)CSc1n[nH]c(-c2ccco2)n1	-5%	1%	-7%	4%	nt	7	3%
42	COc1ncc(-c2ccc(N3C(c4ccsc4)=Cc4ccc(F)cc4C3CC(=O)c3ccco3)cc2)cn1 (stereo not given)	nt	-4%	-11%	nt	nt	7	nt
43	CCN(C(=O)COC(=O)c1c(C)noc1C)C1CCS(=O)(=O)C1 (stereo not given)	-26%	6%	-23%	-12%	-9%	-25	?
44	O=C1O/C(=C\C(=O)N2CCOCC2)c2ccccc21	-16%	-9%	1%	-2%	-4%	35	-6%
45	C#CCCC/C(=C\C(=O)N(C)[C@H](C(=O)N(C)[C@H](C(=O)N(C)[C@H](C(=O)N(C)[C@H](C(N)=O)C(C)C)C(C)C)C(C)C)C(C)C)OC	276%[activator]	4%	9%	nt	nt	3	nt
46	COc1ccc(CC(N)c2csc(NC(=O)Nc3ccccc3C(C)(C)C)n2)cc1 (stereo not given)	nt	-8%	70%[activator]	nt	nt	56	nt
47	CCOC(=O)C(CC(=O)c1ccccc1)CC(=O)c1ccccc1	-9%	-2%	15%	-1%	4%	34	1%
48	NC(=O)c1ccsc1NC(=O)CS(=O)(=O)c1ccccc1	-27%	-5%	-2%	-12%	3%	-25	nt
49	CC1=Nc2ccccc2N=C(NC(=O)CN2CCN(c3ccc(F)cc3)CC2)C1c1ccccc1 (stereo not given)	80%[activator]	2%	-25%	8%	-20%	-37	4%
50	N#Cc1ncn(C2OC(CO)C(O)C2O)c1N (stereo not given)	nt	-6%	3%	nt	nt	9	nt
51	Cc1cc(C)cc(-n2c(C)nc3cc(C(=O)NCc4ccccc4Cl)ccc32)c1	nt	5%	nt	10%	5%	-20	nt

Structures listed so far containing an aryl thioether with sulfur outside any ring (nine):
item	smiles	AmpC no deterg	TbPYK inhibitor	AMA1-RON2 inh	AmpC inh detg	Sm TGR block	HCMV inh	LmPK inh
6	COc1ccc(N2CC(C(=O)Nc3nnc(SCC(=O)c4ccccc4)s3)CC2=O)cc1 (stereo not given)	-26%	-3%	7%	-10%	-8%	?	0%
7	COc1ccc(-c2nnc(SCC(=O)c3ccc(C)o3)o2)cc1	-10%	-11%	7%	-2%	1%	-13	0%
12	Cc1ccc(SC2CCN(C(=O)C3CCC(=O)N(C4CC4)C3)CC2)cc1 (stereo not given)	110%[activator]	-1%	3%	-6%	-34%	22	6%
14	COCCn1c(Cc2ccccc2)nnc1SC(C)C(=O)NC1CC1 (stereo not given)	-17%	-1%	4%	-8%	-15%	-21	nt
15	Cc1cc(NC(=O)COC(=O)CSc2nc3cc(Cl)ccc3n2Cc2ccccc2)no1	-37%	-3%	-13%	-14%	5%	-6	1%
17	CCc1cc2c(SCC(=O)NC3CC3)ncnc2s1	-9%	-1%	26%	nt	nt	?	nt
27	Cc1ccc(-n2c(SCc3cn4ccsc4n3)nc3ccccc3c2=O)cc1	-11%	-6%	-16%	9%	-9%	-65*	0%
35	C=CCNC(=O)COC(=O)c1ccc(Sc2nncn2C)c([N+](=O)[O-])c1	-15%[11.4 µM]	3%	4%	-12%	6%	-38	9%
41	CN(C)C(=O)CSc1n[nH]c(-c2ccco2)n1	-5%	1%	-7%	4%	nt	7	3%

From PubChem BioAssay
